High-throughput results: PubChem, several laboratories
PABP1 MLLE inh: blocks PAM2 peptide binding to the PABP1 MLLE domain. P11940. GST-MLLE / FITC-PAM2 fluorescence polarization. inhibition, % at 20 µM. 360,000 compounds, 0.36% hits. AID 588489; in the data active = inhibition above about 35%, passing the limit was not always enough;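 also: plate controls were DMSO wells with GST-MLLE for no effect and wells lacking GST-MLLE protein for full effect; some results filed as inactive read as strong as hits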
Rin1-Abl PPI inh: blocks binding of human Rin1 to Abl | P00519+Q13671 | AID 588664 | TR-FRET Rin1/Abl binding, biochemical | 360,000 compounds, 0.4% hits | inhibition, % at 7.35 µM; in the data active = inhibition above about 5%, passing the limit was not always enough
eLon inh: inhibits E. coli Lon protease; purified E. coli Lon protease, fluorescence polarization; inhibition, % at 7.94 µM; 360,000 compounds, 0.42% hits; in the data active = inhibition above about 13%, passing the limit was not always enough;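 also: 0% = enzyme with probe and DMSO and 100% = no enzyme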
Target sequence (P0A9M0 whole entry, looked up): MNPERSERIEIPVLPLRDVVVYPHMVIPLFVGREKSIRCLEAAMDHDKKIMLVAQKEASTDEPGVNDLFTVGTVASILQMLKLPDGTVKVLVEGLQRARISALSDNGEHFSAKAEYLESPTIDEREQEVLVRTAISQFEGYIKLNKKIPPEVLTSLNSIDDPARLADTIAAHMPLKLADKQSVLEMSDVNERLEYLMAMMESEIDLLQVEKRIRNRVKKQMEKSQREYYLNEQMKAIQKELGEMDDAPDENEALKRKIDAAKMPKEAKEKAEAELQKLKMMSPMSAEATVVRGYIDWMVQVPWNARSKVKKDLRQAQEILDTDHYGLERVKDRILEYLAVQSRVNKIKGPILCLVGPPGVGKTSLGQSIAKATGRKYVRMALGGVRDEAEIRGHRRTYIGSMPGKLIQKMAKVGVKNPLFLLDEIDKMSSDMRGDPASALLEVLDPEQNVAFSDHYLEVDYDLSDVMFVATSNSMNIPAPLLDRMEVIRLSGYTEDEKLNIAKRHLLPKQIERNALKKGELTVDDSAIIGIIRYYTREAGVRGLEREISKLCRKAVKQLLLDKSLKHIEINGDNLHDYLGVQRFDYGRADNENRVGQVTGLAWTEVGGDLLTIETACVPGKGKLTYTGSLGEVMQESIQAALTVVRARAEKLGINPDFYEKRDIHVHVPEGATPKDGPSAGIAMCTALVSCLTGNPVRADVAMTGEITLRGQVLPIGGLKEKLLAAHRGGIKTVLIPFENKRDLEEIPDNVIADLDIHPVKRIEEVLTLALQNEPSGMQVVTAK
bovine MsrA act: activates bovine MsrA enzyme | AID 602163 | activation, % at 10.6 µM | purified bovine MsrA, absorbance read-out | 360,000 compounds, 0.3% hits; in the data active = activation above about 7.5%;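 also: 0% = vehicle and 100% = reference activator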
MT1-MMP act inh: blocks activation of human MT1-MMP; GFP/RFP ratio change, % at 20 µM; 360,000 compounds, 0.061% hits; P50281; HT1080 RFP-PRO-GFP cells, GFP/RFP ratio fluorescence, overnight; percent of plate control window, DMSO zero;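 active = GFP/RFP ratio change of at least 30% with cell ATP level not reduced by more than half and red fluorescence within 50% of control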; also: strong numbers were not always called active
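Assay system – RFP-PRO-GFP reporter HT1080 cells · Compound dosing – single dose of 20 µM compound, 1% DMSO final · Incubation – overnight compound exposure at 37 °C · Measure – GFP/RFP fluorescence ratio · Benchmarks – DMSO wells and RFP-L50D-GFP cells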
CendR NRP1 mod: alters CendR peptide binding to human NRP-1 | FAM-RPARPAR peptide binding to NRP-1, fluorescence polarization | inhibition, % at 25 µM | 360,000 compounds, 0.85% hits | AID 602438;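 active = inhibition or corrected inhibition above about 18%, plus a signal ratio from 0.5 to 1.5, limit read from the data, passing the limit was not always enough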; also: strong numbers were not always called active
Neddylation inh: inhibitors of human cullin neddylation; TR-FRET cullin neddylation, biochemical; 360,000 compounds, 0.58% hits; calls only at 25 µM; in the data active = inhibition above about 36%
FAS-TE inh: blocks the thioesterase domain of human fatty acid synthase. P49327. recombinant FAS-TE, OMFH fluorogenic substrate, fluorescence endpoint. inhibition, % at 15 µM. 360,000 compounds, 0.67% hits;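 active = compounds whose normalised, plate-corrected inhibition of enzyme fluorescence in the single-dose primary screen is 50% or more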;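 also: 0% = DMSO with enzyme and 100% = substrate without enzyme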
SKN-1 inh: inhibitors of C. elegans SKN-1 | C. elegans VP596 Pgst-4::GFP/RFP ratio, acrylamide-induced, 24 h | inhibition, % at 21.8 µM | 360,000 compounds, 0.49% hits;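 active = interference check ratio from 0.5 to 1.5 plus GFP to RFP signal ratio inhibition reaching or exceeding a fixed threshold, cut at about 30% in these data, passing the limit was not always enough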; also: some compounds called inactive have numbers as strong as hits
The depositor's hits bear a star; i = inactive; nt = no result given.

Compound | PABP1 MLLE inh | Rin1-Abl PPI inh | eLon inh | bovine MsrA act | MT1-MMP act inh | CendR NRP1 mod | Neddylation inh | FAS-TE inh | SKN-1 inh
O=c1c2ccccc2nc2n1C(CSc1ccc(Br)cc1)CN2 (centres undefined) | 0 | -1 | 2 | -4 | 0 | 10 | i | -3 | 8
COc1ccccc1NC(=O)N1CCc2c([nH]c3ccccc23)C1C(F)(F)F (centres undefined) | -1 | -1 | -10 | -4 | 3 | 3 | i | 24 | 13
COc1cc(CN2CCC(C(=O)NCC(C)(C)CN(C)C)CC2)ccc1OCc1ccccc1 | -1 | -1 | -6 | -4 | 7 | 3 | i | -4 | -1
Cc1ccccc1C(=O)NC(=S)NCCN1CCOCC1 | 10 | -4 | -16 | -4 | 1 | 9 | i | -20 | 3
N#CCCN(C(=O)COC(=O)C1CCN(c2ccc(C(F)(F)F)cn2)CC1)c1ccc(F)cc1 | -12 | 2 | -8 | -1 | 3 | 3 | i | 19 | 4
CCn1c2ccccc2c2cc(NC(=O)CSc3nnc(-c4ccc(OC)cc4)n3N)ccc21 | -31 | -10 | -5 | -5 | 3 | -15 | i | -10 | -4
O=C(CN1CCN(C(=O)c2ccco2)CC1)Nc1ccc(F)cc1F | -1 | 0 | -10 | -1 | 2 | 11 | i | 0 | -16
CCC(C)(C)C(=O)Nc1nnc(CCc2ccccc2)s1 | 11 | -3 | 3 | -8 | -2 | 8 | i | 2 | 9
Cc1noc(NS(=O)(=O)c2ccc(NC(=O)c3cc4ccccc4o3)cc2)c1C | -5 | -1 | 9 | -1 | 7 | -4 | i | -4 | 0
O=C(Nc1ccccc1)N1C2CCC1CC(O)(c1cccnc1)C2 (centres undefined) | 9 | 2 | 5 | 0 | 3 | -2 | i | -4 | -5
COc1ccc(C2=C(C#N)C(=O)OC2)cc1 | 0 | -3 | -14 | 3 | 1 | -31 | i | 22 | 11
COc1ccc(CCCc2nnc(SCC(=O)NN)o2)cc1 | -11 | 1 | 0 | -2 | 0 | 4 | i | 0 | -11
COc1ccccc1N=C1SCC(=O)N1Cc1ccco1 | -8 | -3 | 0 | -2 | -3 | 7 | i | -4 | -8
CCOc1ccccc1N(C)C(=O)c1ccc2c(=O)n3c(nc2c1)CCCCC3 | 2 | -1 | 3 | -5 | 4 | 16 | i | 8 | -15
Cc1ccc2c(c1)nc(-n1nc(C)cc1C)c1nnnn12 | 8 | -1 | -6 | -6 | 1 | 14 | i | -5 | 2
COc1cc(F)ccc1-c1csc(C(O)c2ccc(F)cc2)n1 (centres undefined) | -3 | -5 | 3 | 2 | -2 | 3 | i | 11 | -4
Cc1cc(C)cc(-n2ncc3c2CCCC3NC(=O)CN2CCCCC2=O)c1 (centres undefined) | -7 | 3 | -13 | -2 | -1 | 13 | i | -4 | -7
COc1cc(NC(=O)c2ccccn2)cc(OC)c1OC | -4 | -2 | 4 | -1 | 7 | 8 | i | 0 | 7
COc1ccc(S(=O)(=O)N(CC(=O)NCc2ccco2)c2ccccc2)cc1 | -2 | -3 | -7 | -1 | 1 | -1 | i | 0 | 8
CC(=O)c1ccc(NC(=O)CSc2nc3nn(-c4ccccc4)c(=O)c-3c3n2CCCCC3)cc1 | -16 | 1 | -3 | -2 | 0 | 3 | i | 8 | 13
Cc1cccc(NC(=O)c2ccccc2C(=O)O)c1 | 11 | 2 | 4 | -2 | 3 | -12 | i | -4 | -3
CCOc1ccc(NC(=O)C2CCN(S(=O)(=O)c3c(C)n[nH]c3C)CC2)cc1 | -1 | 0 | 1 | -2 | 1 | 13 | i | 0 | 12
O=C(O)c1ccc2c(c1)c1c3n2CCNC3CCC1 (centres undefined) | 8 | 2 | 16 | -4 | -4 | 5 | i | -2 | 7
O=C(N/N=C/c1cccc(O)c1)c1ccc(COc2ccccc2Br)cc1 | -1 | 0 | -8 | 0 | 4 | 9 | i | 22 | 11
COc1ccc(CN2CCC(n3nccc3NC(=O)C3CCCC3)CC2)cc1 | 17 | 2 | -10 | -4 | 6 | 3 | i | -4 | -7
C[C@H]1CN([C@@H](C)CO)C(=O)c2cccc(NC(=O)C3CC3)c2O[C@H]1CN(C)Cc1ccc(-c2ccccc2)cc1 | -3 | 0 | -13 | -8 | 5 | 3 | i | -2 | 5
CN(C)c1cccc(C(=O)Nc2cccc(F)c2)c1 | 16 | -3 | 0 | -10 | 15 | -6 | i | -10 | 1
CCN1/C(=C/c2cc[n+](C)cc2)C=Cc2cc(C)ccc21 | -139 | -10 | -28 | -1 | -10 | -53 | i | -3 | 8
Oc1ccc(/C=N/NC(=S)N2CCOCC2)cc1 | 2 | -1 | -2 | -6 | 2 | 2 | i | -4 | -9
COc1cc(=O)n(C)c2ccccc12 | -8 | 0 | -6 | -13 | nt | -5 | i | -5 | -10
CCOC(=O)c1cc(-c2ccc(OC(F)F)cc2)nc2nc(SC)[nH]c(=O)c12 | -6 | -3 | -3 | 0 | 3 | 0 | nt | 11 | 9
O=C(NCc1cccc(Cl)c1)c1ccc(-n2cncn2)c2ccoc12 | 0 | -4 | -3 | -1 | 3 | 7 | i | 1 | 5

Four compounds from above with just CendR NRP1 mod and FAS-TE inh.
| smiles | CendR NRP1 mod | FAS-TE inh |
| --- | --- | --- |
| Cc1noc(NS(=O)(=O)c2ccc(NC(=O)c3cc4ccccc4o3)cc2)c1C | -4 | -4 |
| O=C(Nc1ccccc1)N1C2CCC1CC(O)(c1cccnc1)C2 (centres undefined) | -2 | -4 |
| COc1ccc(C2=C(C#N)C(=O)OC2)cc1 | -31 | 22 |
| COc1ccc(CCCc2nnc(SCC(=O)NN)o2)cc1 | 4 | 0 |

The main list resumes; the 3 compounds before the break are reprinted first.
Fields: PABP1 MLLE inh	Rin1-Abl PPI inh	eLon inh	bovine MsrA act	MT1-MMP act inh	CendR NRP1 mod	Neddylation inh	FAS-TE inh	SKN-1 inh
COc1cc(=O)n(C)c2ccccc12
→ -8	0	-6	-13	nt	-5	i	-5	-10
CCOC(=O)c1cc(-c2ccc(OC(F)F)cc2)nc2nc(SC)[nH]c(=O)c12
→ -6	-3	-3	0	3	0	nt	11	9
O=C(NCc1cccc(Cl)c1)c1ccc(-n2cncn2)c2ccoc12
→ 0	-4	-3	-1	3	7	i	1	5
COc1ccc([N+](=O)[O-])cc1NC(=S)NC(=O)C(C)(C)C
→ 8	-2	-6	3	1	-7	i	17	9
COc1ccccc1NC(=O)c1ccc(NC(=O)COC(=O)c2cncc(Br)c2)cc1
→ -18	0	-15	0	-4	-10	i	9	0
COc1cccc(/C=N/NC(=O)NC23CC4CC(CC(C4)C2)C3)c1O
→ -4	8.1*	5	-2	5	13	nt	7	3
CC(C)N1CC=C2C(C#N)=C(N)C(C#N)(C#N)C(c3ccccc3)C2C1 (centres undefined)
→ 142	-6	53*	-4	-184	39	i	-13	7
CCOC(=O)CSC1=NC(=O)/C(=C\c2ccc(OC(C)=O)cc2)S1
→ 29	-3	-6	-3	-5	-31	i	-7	-5
COc1ccc(N2CCN(c3cc(C)c4ccc(C)cc4n3)CC2)cc1
→ -4	5	3	-12	nt	-11	i	33	-7
Cc1ccc2c(c1)C1C=CCC1C(C(=O)NCCCN1CCOCC1)N2 (centres undefined)
→ -18	1	0	-3	-3	4	i	-13	0
CN(Cc1ccc(C(C)(C)C)cc1)C(=O)C1CCN(C(=O)Nc2ccccc2)CC1
→ 13	1	-12	-4	-2	10	i	8	-1
O=C(/C=C/c1cccc([N+](=O)[O-])c1)NCCSCc1ccco1
→ 21	-1	-5	-2	1	-5	i	55*	5
CC(=O)c1ccc(N2CCN(C(=O)CCCn3c(=O)[nH]c4ccsc4c3=O)CC2)cc1
→ 14	1	4	-4	-4	-2	i	-4	-1
Cn1ccnc1SCC(=O)Nc1cccc(C#N)c1
→ 12	3	-3	-2	0	-6	i	-8	-14
COC(=O)c1cc(NCc2cccs2)ccc1N1CCOCC1
→ 2	-1	0	-4	2	-5	i	-1	-1
CCOC(=O)N1CCN(C(=O)c2cnn3ccccc23)CC1
→ 1	4	0	-3	-2	0	i	-4	-5
COc1cccc(-c2nc(CS(=O)(=O)CC(=O)N3CCc4ccccc43)c(C)o2)c1
→ -5	-1	-9	0	2	-3	i	11	-9
CCNC(=O)C1Cc2ccccc2CN1S(=O)(=O)c1ccc(F)cc1 (centres undefined)
→ -4	-2	2	0	1	-10	i	-5	-12
C/C(=N\NC(=O)CSc1nc2ccccc2s1)c1ccco1
→ 38	-2	-5	-7	-2	-4	i	-9	-6
O=C(c1cnsn1)N1CCC(CO)(Cc2cccc(F)c2)CC1
→ 0	-3	1	-2	-1	-9	i	-3	-1
N=NC(=O)c1ccccc1Nc1c(O)[nH]c2ccccc12
→ -9	-4	-8	-4	-1	-19	i	1	15
CC(O)CNCCOc1cccc(Oc2ccccc2)c1 (centres undefined)
→ 1	-1	7	-4	2	-2	i	-5	-7
CCc1nnc(NC(=O)c2ccc(S(=O)(=O)NCC(C)C)cc2)s1
→ -2	4	-2	-3	4	-4	i	-6	6
Cc1nc2cc(CO)ccc2n1C
→ 6	3	-1	-4	0	-11	i	-9	9
Cc1occc1-c1nnc(SCC(=O)N2CCN(c3ccccc3)CC2)n1C
→ -1	2	3	-2	1	0	i	-4	0
Cc1ccc(O)c(N=Nc2ccc(S(=O)(=O)N3CCCC3)cc2)c1
→ -13	-1	-11	-9	-5	11	i	-3	-7
CCOc1ccc(NC(=O)C(Cc2ccccc2)NC(=O)C2CCCCC2)cc1 (centres undefined)
→ 5	-3	-2	-2	26	-12	i	-6	10
O=C(Cc1ccc(NS(=O)(=O)c2ccc(F)cc2)cc1)NCc1ccccc1
→ 6	-2	4	-5	0	-22	i	2	26
C=CCn1cccc(C(=O)Nc2ccc(OC)cc2)c1=O
→ 6	1	5	-4	2	1	i	-5	1
CCOc1cc(C(=O)Nc2ccc(C)cc2C)ccc1OCC(=O)N1CCCCC1
→ -3	-2	4	-8	-3	1	i	-6	-4
